# aSyn 5UTR inh: 5' untranslated region of α-synuclein, MLPCN primary screen; alpha-synuclein 5'UTR reporter, inhibitor activity; inhibition, % (tested at 7.5 µM); 300,000 tested, 0.82% active; AID 1813; in the data active = inhibition above about 60%; inconclusive = no clear call, values can overlap the other calls;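 also: H4 neuroglioblastoma cells stably carrying SNCA 5'UTR luciferase fusion; 0% = DMSO wells and 100% = positive control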
# HSF1 inhib: HSF1 inhibition. activity change, negative = inhibition, % at 7.5 µM (by protocol). AID 2098. NIH3T3-HGL HSE-luciferase, MG132-induced, luminescence 8 h; hits give low values. 300,000 tested, 0.77% active;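 active = more than half of replicate wells show activity change below -50%, luminescence cut by over half; inconclusive = some wells, but at most half, below -50%; inactive = no replicate well below -50%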;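 also: luciferase reports HSF-1 transcriptional activity via heat shock element; 0% = median of DMSO wells and -100% = zero luminescence signal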
# Platelet DG rel: platelet dense granule release activity; human platelet-rich plasma, SFLLRN dense granule ATP release, luminescence; inhibition, %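 (compounds screened at 7.5 µM in platelet-rich plasma)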; 300,000 tested, 0.22% active; AID 1663;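 active = mean replicate score, as percent of positive control, at or above 50; inconclusive = mean below 50 but at least one replicate at or above 50; inactive = mean and every replicate below 50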
# HSF-1 act: increases HSF-1 driven luciferase reporter signal; NIH3T3-HGL HSF-1 luciferase reporter, MG132, 8 h; 100% = twice DMSO control signal; activation, % at 9 µM; 300,000 tested, 1.7% active; AID 504408;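 active = mean replicate activation of at least 50% with a set share of replicates each reaching 50%; inconclusive = only one of those two conditions met; inactive = mean below 50% and too few replicates reaching it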;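 also: 0% = median of the neutral control wells and 100% = twice that signal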
# KLF5 inh: kruppel-like factor 5 inhibition. DLD-1 KLF5 promoter-luciferase reporter, luminescence. inhibition, % at 5 µM. 290,000 tested, 0.23% active. AID 1700;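 active = inhibition above a per-plate limit of that plate's mean compound inhibition plus 3 SD, cut at about 60% in these data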;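 also: 0% = DMSO wells and 100% = LY294002 at 200 µM; higher means less KLF5 promoter-driven luciferase light; inactives centre near -14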
# IEC-6 cytotox: counter-screen for KLF5 inhibitors: cytotoxicity in IEC-6 cells; 290,000 tested, 0.78% active; inhibition, % at 5 µM; AID 1825; IEC-6 cytotoxicity, luminescence viability; in the data active = inhibition above about 22%;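 also: 0% = plate median of test compound wells and 100% = cytotoxic reference compound wells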
# Dyrk1A ADPGlo: inhibitors of rat Dyrk1A kinase; 310,000 tested, 0.43% active; AID 504441; Q63470; inhibition, % at 12.5 µM; ADP-Glo luminescence, NFATc1 peptide; in the data active = inhibition above about 50%;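 also: plate controls were vehicle with enzyme for no effect and no enzyme for full effect; many of its hits are not listed in these tables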
# HSP90 refold inh: blocks HSP90-mediated luciferase refolding in reticulocyte lysate | Rabbit reticulocyte lysate, luciferase refolding luminescence, 3 h | inhibition, % at 5.6 µM | 290,000 tested, 0.91% active | AID 1789;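 active = inhibition above the screen-wide mean plus 3 SD, computed separately per campaign, cut at about 16% in these data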;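 also: 0% = DMSO wells and 100% = 60 µM geldanamycin wells; inhibitors lower the luminescence because luciferase stays unfolded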
# GSK3 alpha inh: human GSK-3 alpha kinase inhibition; ADP-Glo luminescence, 60 min; inhibition, % at 10 µM; 320,000 tested, 0.1% active; AID 2650;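 in the data active = inhibition above about 50%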;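 also: GST-tagged GSK-3 alpha with peptide substrate and 25 µM ATP; 0% = DMSO neutral wells and 100% = GW8510 positive control wells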
# Target sequence (P49840 whole entry, looked up): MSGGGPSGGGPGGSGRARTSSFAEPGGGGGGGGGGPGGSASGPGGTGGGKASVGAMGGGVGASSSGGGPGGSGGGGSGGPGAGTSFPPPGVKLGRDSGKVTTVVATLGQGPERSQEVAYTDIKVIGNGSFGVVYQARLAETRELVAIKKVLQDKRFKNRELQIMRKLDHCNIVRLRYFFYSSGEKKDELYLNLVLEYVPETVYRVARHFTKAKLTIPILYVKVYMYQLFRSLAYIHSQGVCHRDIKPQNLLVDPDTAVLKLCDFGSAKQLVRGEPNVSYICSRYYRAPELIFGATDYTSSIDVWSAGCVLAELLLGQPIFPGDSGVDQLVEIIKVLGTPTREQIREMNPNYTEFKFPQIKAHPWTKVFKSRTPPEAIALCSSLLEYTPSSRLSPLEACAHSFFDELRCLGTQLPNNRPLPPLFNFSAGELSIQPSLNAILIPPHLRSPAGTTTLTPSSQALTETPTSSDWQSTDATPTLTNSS
# GSK3beta inhib: blocks human GSK3beta kinase activity; 300,000 tested, 0.038% active; P49841; activity score (negative = inhibition), % at 10 µM; GST-GSK3beta kinase, ADP-Glo luminescence, 60 min; hits give low values;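 active = more than half of replicate wells score below -50%, meaning over 50% inhibition versus plate controls; inconclusive = some replicates but at most half score below -50%; inactive = no replicate scores below -50%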;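 also: 0% = median DMSO wells and -100% = median GW8510 positive control wells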
# Target sequence (P49841 whole entry, looked up): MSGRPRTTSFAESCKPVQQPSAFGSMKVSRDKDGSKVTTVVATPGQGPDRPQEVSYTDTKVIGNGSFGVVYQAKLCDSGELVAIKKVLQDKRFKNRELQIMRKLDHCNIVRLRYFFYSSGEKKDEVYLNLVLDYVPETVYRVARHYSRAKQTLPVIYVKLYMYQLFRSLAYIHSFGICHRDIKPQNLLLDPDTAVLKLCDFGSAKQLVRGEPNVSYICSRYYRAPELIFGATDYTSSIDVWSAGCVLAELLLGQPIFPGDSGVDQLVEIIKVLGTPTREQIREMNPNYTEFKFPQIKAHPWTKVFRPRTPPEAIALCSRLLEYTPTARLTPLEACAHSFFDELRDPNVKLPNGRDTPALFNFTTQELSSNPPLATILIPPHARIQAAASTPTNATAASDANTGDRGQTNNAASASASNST
#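 Assay system: GST-tagged human GSK3beta kinase, cell-free; Input: 1.6 ng GSK3beta; Medium: Tris/MgCl2 kinase buffer; Timing: 60 min enzyme reaction, room temperature; Signal: ADP-Glo luminescence quantifying ADP generated by kinase; Evaluation: score relative to plate controls; Benchmarks: DMSO neutral wells and GW8510 at 20 µM as positive.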
# Numbers without * were called inactive; ? = inconclusive; · = no result given. An excerpt; rates above refer to the full screens.
SMILES,aSyn 5UTR inh,HSF1 inhib,Platelet DG rel,HSF-1 act,KLF5 inh,IEC-6 cytotox,Dyrk1A ADPGlo,HSP90 refold inh,GSK3 alpha inh,GSK3beta inhib
Cc1cc(C)nc(N2CCN(C(=O)CCC(=O)Nc3nnc(CC(C)C)s3)CC2)n1,-3,2,-15,26,-31,4,·,-4,-1,-5
O=c1c2ccccc2nc(SCc2nnc(-c3ccccc3)o2)n1-c1ccc(F)cc1F,3,2,6,20,10,5,9,3,1,0
O=C(c1ccnc(Cl)c1)N1CCCC(Nc2ccc(F)cc2)C1 (centres undefined),1,6,-2,16,-1,-3,1,3,1,0
Cc1sc(NC(=O)CSc2ncn(-c3ccccc3)n2)nc1-c1ccccc1,10,1,0,21,-11,-1,-4,3,-2,0
COc1ccc(N2CCN(C(=O)Nc3ccccc3Cl)CC2)cc1,5,-8,-10,11,-24,-7,-5,-3,1,-3
O=C(c1cc(COc2ccc(F)cc2F)on1)N1CCSCC1,-117,29,-17,46,-40,6,6,-2,-2,0
O=C(Cn1nc(-c2ccccc2)ccc1=O)NCCN1CCN(Cc2ccccc2)CC1,18,-13,6,-12,-10,3,-2,1,-2,4
COc1ccccc1NC(=O)Cn1ncc2c1-c1ccccc1OC2,-16,1,-3,2,-38,-2,-8,3,1,-2
CCc1ccccc1S(=O)(=O)Cc1ccc(C(=O)NCCc2ccccc2)o1,-26,12,-4,-14,-41,-9,-2,0,0,1
COc1ccc(N2CCN(S(=O)(=O)c3cc(Br)cnc3N)CC2)cc1,-1,2,-6,10,-37,-7,0,-1,-12,1
O=C(Cn1ccc2ccccc2c1=O)NCCC(=O)Nc1cccc(Cl)c1,7,3,2,17,-3,0,-4,-7,-3,3
Cc1cc(C)n(C(=O)c2ccncc2)n1,15,?,2,-62,-13,-6,·,-3,0,-4
CC(C)NC(=O)C(c1ccc(F)cc1)N(C(=O)CCC(=O)Nc1ccccn1)C1CCCCC1 (centres undefined),-19,-6,1,5,0,-7,14,2,-2,-19
CN(C)c1ccc(P(=O)(OCc2ccccc2)C(O)c2ccccc2F)cc1 (centres undefined),2,8,-11,-1,11,3,-4,7,0,-2
CC1=C(C)CC(C(=O)c2ccccc2)C(C(=O)O)C1 (centres undefined),10,3,-9,-1,-21,0,3,4,-5,-4
COc1cc(C(C#N)N2CCC(c3ccccc3)=N2)ccc1O (centres undefined),-41,4,1,-1,-23,2,-8,1,-3,0
Cc1nnc(N2C(=O)c3cccc4cccc(c34)C2=O)s1,21,-55*,-36,-63,-17,2,-4,3,-3,4
Cc1ccc2c(c1)N(C(=O)CCC(=O)NCCCN1CCC(Cc3ccccc3)CC1)CCO2,7,4,-1,-1,-4,9,4,-2,-6,-1
O=C(NCCc1ccc(Cl)cc1)C1CCN(c2cnccn2)CC1,-12,7,1,43,-8,-7,2,5,1,-3
COc1ccc(-c2cc(=O)oc3c(C)c(OC(C)C(=O)Nc4ccc(CN5CCOCC5)cc4)ccc23)cc1 (centres undefined),6,17,10,23,-23,7,-5,5,-2,3
CCc1n[nH]c(=S)n1/N=C/c1ccc(N(CC)CC)cc1,-12,-3,-26,10,-12,-13,·,-1,0,1
NNC(=O)c1nc(-c2cccc(-n3cccc3)c2)no1,-18,-6,2,-5,8,-7,0,-1,-1,0
CCOC(=O)c1cnc2c(c(C)nn2C)c1Oc1ccc(Cl)cc1,6,-2,3,16,2,-6,-3,2,-1,3
O=C(O)CC1C(=O)OCN1C(=O)OCc1ccccc1 (centres undefined),2,-8,4,12,-18,-2,·,-1,-2,2
CCOC(=O)C(NCc1ccccc1OC)(NC(=O)CC)C(F)(F)F (centres undefined),-14,-5,3,-26,-19,0,2,0,-3,0
C/C(=N\NC(=S)NCc1ccccc1)c1ccc2ccccc2c1,1,-3,25,10,-20,-10,2,1,-1,1
Cc1c(NC(=O)CNCc2ccc3c(c2)OCO3)c(=O)n(-c2ccccc2)n1C,3,2,-5,-1,5,-2,-6,7,-1,2
COc1ccc(NC(=O)NS(=O)(=O)c2ccc(C)cc2)cn1,-8,1,-1,9,2,4,7,0,3,-4
COc1cccc(CNC(=O)Cn2nc(C)c3c(C)n(-c4ccc(C)cc4)nc3c2=O)c1OC,18,7,-2,-1,-8,8,2,4,1,1
COc1cc(/C=C/c2cccc[n+]2C)ccc1OCC(=O)Nc1ccccc1C,-9,-1,7,-19,-9,-1,-3,-2,3,-1
O=C(Cn1c2[n+](c3ccccc31)CC(O)CS2)c1ccccc1 (centres undefined),-19,-7,4,-4,2,1,·,0,-1,3
CCCOc1ccc(N2C(=O)CC(N(Cc3ccc(S(N)(=O)=O)cc3)C(=O)CC)C2=O)cc1 (centres undefined),-7,-6,-60,5,-12,2,0,2,-6,1
Cc1cc(NC(=O)CSc2nc3c(sc4ccccc43)c(=O)n2CCc2ccccc2)n[nH]1,-5,39,-1,37,-10,-2,0,2,0,2
CC(=O)c1cccc(-n2c(CCC(=O)O)ccc2-c2cccs2)c1,-35,35,3,35,-56,-11,5,-7,-1,1
Cc1nc(SCC(=O)Nc2ccc(OCc3ccccc3)cc2)n[nH]1,1,7,6,14,-38,-10,-2,-4,0,-2
O=Cc1ccc(Oc2cnccn2)cc1,-17,2,-2,-4,-7,-4,1,-2,·,2
O=C(NC(Cc1c[nH]c2ccccc12)C(=O)NCCCN1CCOCC1)c1cccs1 (centres undefined),11,-2,-1,-16,-42,0,0,4,-2,-2
Nc1ccc(C(=O)N2CCCC2)cc1,10,0,-1,-2,2,-1,0,2,-2,3
OCCNCCSc1nc(C2CCCCC2)n(-c2ccccc2Cl)n1,9,-12,-3,-2,-9,1,-8,0,-1,9
Nc1c(-c2cccc(Cl)c2)cnn1-c1cccc([N+](=O)[O-])c1,-16,-1,-2,-24,-36,-4,18,-3,1,-3
CCCCC1CCC(C(=O)N(CC(C)C)c2c(N)n(Cc3ccccc3)c(=O)[nH]c2=O)CC1 (centres undefined),46,-7,-6,3,·,·,·,·,-1,·
COc1ccccc1N1CCN(C2CCN(C(=O)COc3cccc(C)c3)CC2)CC1,12,-3,-1,-1,-10,1,5,-4,-2,-6
C=CCOn1c(=O)c(-c2ccc(OCC)cc2)[n+]([O-])c2ccccc21,-17,0,-10,6,-46,1,-1,2,-2,0
Cc1ccc(NC(=O)c2ccc(S(=O)(=O)NCC3CCCO3)cc2)cc1 (centres undefined),-20,1,-1,16,-12,-5,2,1,5,1
Cc1ccc(S(=O)(=O)N2CCCC(C(=O)NC3CCCC3)C2)cc1Cl (centres undefined),4,3,-9,9,-22,1,-5,4,1,-1
c1cc2c(cnc3cscc32)s1,-69,-12,-9,-7,-32,1,-5,2,0,-1
O=C1C2CC=C(Cl)CC2C(=O)N1CCc1c[nH]c2ccccc12 (centres undefined),-55,5,-3,6,-26,11,1,0,0,0
CCCCN(C(C)=O)c1c(N)n(CCC)c(=O)n(CC(=O)Nc2cc(Cl)cc(Cl)c2)c1=O,-7,13,-5,17,-7,0,-2,-4,1,-3
COc1ccc(S(=O)(=O)n2ccc(C)n2)cc1C,0,-12,4,-19,-37,-6,0,1,-5,0
CCOC(=O)Cc1csc(NC(=S)NC(=O)c2cc(OC)cc(OC)c2)n1,-10,2,4,-2,-13,-1,-1,-4,-1,4
# Other structures follow:
SMILES,aSyn 5UTR inh,HSF1 inhib,Platelet DG rel,HSF-1 act,KLF5 inh,IEC-6 cytotox,Dyrk1A ADPGlo,HSP90 refold inh,GSK3 alpha inh,GSK3beta inhib
COc1ccc(C(=O)NC(C)c2nccs2)cc1OC1CCN(C(C)C)CC1 (centres undefined),-9,-4,15,-10,-18,0,2,-5,0,0
O=C1CC(c2ccc(S(=O)(=O)N3CCCCC3)cc2)CN1 (centres undefined),19,2,3,-7,7,0,-1,-1,-1,2
COC(=O)c1sc2ccc(C)cc2c1C(=O)OC,19,1,0,15,-29,-11,-1,1,-3,-2
C/C(=N/NC(=O)CNC(=O)c1cccc(F)c1)c1ccc2c(c1)CCCC2,17,-2,0,1,-10,-3,0,-1,-1,-1
CCOc1ccc(C(=O)NCC(=O)N2CCC3(CC2)NCCc2[nH]cnc23)cc1,-7,-42,0,-56,-1,1,9,-2,0,2
CCN(CC)c1nc(Oc2ccc(C(=O)NN)cc2)nc(Oc2ccc(C(=O)NN)cc2)n1,19,1,-2,-19,-7,-10,-4,6,1,0
O=S(=O)(Nc1ccc(O)c2ccccc12)c1ccc(Br)cc1,12,0,13,21,-18,2,·,2,1,-1
O=C(O)COc1ccccc1/C=N/NC(=O)/C(=C\c1ccc2c(c1)OCO2)NC(=O)c1ccccc1,-25,2,-1,4,0,-3,10,2,0,-1
COc1ccc(Br)c(-c2nc(CS(=O)(=O)c3ccc(F)cc3)no2)c1,-33,4,0,15,-11,4,29,3,-2,0
COc1cc2ncnc(Nc3ccc4c(c3)OCO4)c2cc1OC,-14,-3,-4,14,-34,27*,3,1,2,-25
CCn1cc(CN2CCCC(C(=O)Nc3ccc(-c4cscn4)cc3)C2)cn1 (centres undefined),8,-6,-4,-3,-41,6,5,-1,0,-4
CCN(CC)S(=O)(=O)c1ccc(N2CCOCC2)c(NC(=O)C(C)(C)C)c1,-7,-1,2,-19,-19,2,·,-4,-1,1
N#Cc1ccc(NC(=O)Cn2cnc(S(=O)(=O)N3CCOCC3)c2)cc1,-2,-5,-6,-16,-26,-6,-5,2,-1,3
Cc1cc(=O)n2[nH]c(N3C(=O)CCC3=O)nc2n1,6,1,-3,22,-36,-4,2,0,2,3
Cc1nn(Cc2ccc([N+](=O)[O-])cc2)c(=O)n1-c1cccc(F)c1,1,1,7,-15,-11,7,-1,1,0,2
Cc1cc(C)c(S(=O)(=O)N2CCCOC2CNC(=O)C(=O)NCc2ccccn2)c(C)c1 (centres undefined),10,4,6,1,9,-4,4,-2,-1,2
CC1O[C@@H](O[C@H](C)CC/C=C/C(=O)O)C(O)C[C@H]1O (some centres undefined),25,-13,6,-1,·,·,-1,·,-2,-1
COc1ccccc1N1CCN(CC(=O)Nc2ccc(-n3cnnn3)cc2)CC1,7,1,3,6,-15,-1,·,2,1,-1
O=C(COC(=O)CNC(=O)c1ccccc1F)Nc1ccc2c(c1)OCCO2,-15,-8,-7,-4,-27,1,0,2,0,2
COCCNC(=O)c1cccc(OC2CCN(C(C)COc3ccccc3)CC2)c1 (centres undefined),9,2,2,20,-32,0,·,-1,0,-2

# Source: PubChem BioAssay (several laboratories)
